High-throughput results (PubChem)
Arr AP2 block: inhibitors of beta-arrestin/AP2 binding, primary screen, biochemical, GPCR trafficking, flow cytometry. 340,000 tested, 0.31% active. inhibition, % at 10 µM. FITC-arrestin peptide / GST-AP2 beads; AP2 beta2 appendage carries R879A mutation. beta-arrestin 1 C-terminal peptide binding to AP2 beta2-adaptin appendage (human);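 active means inhibition above a set limit, near 3 SD of compounds lacking own fluorescence, cut at about 54% in these data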;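 further: plate controls were DMSO wells for no effect and 5 µM unlabelled arrestin peptide for full effect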
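Measured by: flow cytometry, FL1 (488/535 nm); Material: AP2 appendage R879A on GSH beads; Evaluation: percent response; Timing: pre-incubation 12 min, peptide binding 1 h, room temperature; Also added: 50 nM FITC-arrestin peptide; Medium: PBS with 0.05% Tween 20 and 0.1% BSA.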
dFosB activator: activators of delta FosB homodimer, primary screen, biochemical, fluorescence polarization, TAMRA-CDK5 oligo, single point | purified delta FosB; percent of positive-control signal above neutral wells | activation, % at 25 µM | Protein FosB (Mus musculus), P13346 | 340,000 tested, 0.99% active | AID 493131, 2011;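 active means mean activation above about 17%, with every replicate also reaching it, limit read from the data, passing the limit was not always enough; inconclusive means only one of the two conditions met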;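 further: fluorescence polarization rise as delta FosB binds a TAMRA Cdk5 AP-1 oligo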
Target sequence (P13346 whole entry, looked up): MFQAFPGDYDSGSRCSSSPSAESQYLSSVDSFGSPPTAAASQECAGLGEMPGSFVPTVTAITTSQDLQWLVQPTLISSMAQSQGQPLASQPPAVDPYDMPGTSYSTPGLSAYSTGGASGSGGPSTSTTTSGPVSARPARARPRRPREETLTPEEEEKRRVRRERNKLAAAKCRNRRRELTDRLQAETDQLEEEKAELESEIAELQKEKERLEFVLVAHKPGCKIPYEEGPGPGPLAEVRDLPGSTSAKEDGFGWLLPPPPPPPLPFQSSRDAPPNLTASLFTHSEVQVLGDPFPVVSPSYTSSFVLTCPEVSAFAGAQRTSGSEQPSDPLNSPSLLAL
SR-BI DiI inh: inhibitors of SR-BI mediated HDL lipid uptake, primary screen, ldlA[mSR-BI] cells, fluorescence, single point | ldlA[mSR-BI] CHO cells, DiI-HDL uptake fluorescence, 3 h | inhibition, % at 12.5 µM | 320,000 tested, 0.96% active | AID 488896, 2010;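 active means mean replicate inhibition of at least 70% and a set share of replicates each scoring 70 or more; inconclusive means meets just one of the two criteria; inactive means fails both criteria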;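 further: 0% = median of neutral control wells and 100% = median of positive control wells; values of inactives mirror those of a sister screen read the other way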
PKA-R1A act: activators of PKA-R1A holoenzyme, primary screen, biochemical, fluorescence polarization, Cy5-IP20, bovine R1A, mouse PKAc. AID 504707, 2011. PKA-R1A dissociation; scaled: DMSO 0%, 113 µM cGMP 100%. activation, % at 11.4 µM. 340,000 tested, 0.083% active;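 active means percent activation above the mean of all tested compounds plus 3 SD, cut at about 19% in these data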;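 further: higher means more PKAc released from R1A so a rise in polarization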
MITF TRPM1 HTS: activators of MITF-driven TRPM1 promoter reporter, primary screen, cell-based, SK-MEL-5, luciferase, single point. SK-MEL-5 TRPM1-promoter luciferase, 24 h; % of positive control, neutral wells = 0. activation, % at 12.5 µM. 300,000 tested, 0.75% active. AID 588334, 2011;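 active means mean activation of at least 80% with every replicate also reaching 80%; inconclusive means mean reaches 80% but some replicate falls short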;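 further: 0% = neutral control wells and 100% = parthenolide positive control wells; values of inactives mirror those of a sister screen read the other way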
SR-BI DiI-HDL act: activators of SR-BI mediated DiI-HDL uptake, primary screen, ldlA[mSR-BI] CHO cells, DiI fluorescence | 3 h; 100 = double the neutral-control signal | AID 504775, 2011 | 320,000 tested, 0.096% active | activation, % at 12.5 µM;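 active means mean replicate activation of at least 60% and every replicate at or above 60%; inconclusive means mean or all-replicate condition met, but not both; inactive means mean below 60% and not all replicates reaching 60%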;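 further: 0% = median plate neutral-control signal and 100% = twice that signal; values of inactives mirror those of a sister screen read the other way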
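material = CHO ldlA[mSR-BI] cells | medium = Ham's F12 with 0.5% BSA, HEPES 25 mM, pH 7.4 | reagent = fluorescent DiI-HDL, 10 µg/mL final | compound dosing = single-point compound dose | incubation = 3 h, 37 °C | measured by = bottom-read fluorescence, 550/595 nm | measure = HDL uptake via cellular fluorescence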
NSD2 inh: NSD2 histone methyltransferase inhibitors, primary screen, biochemical, AlphaScreen, single concentration, set 2; inhibition, % at 12.5 µM; Histone-lysine N-methyltransferase NSD2 (Homo sapiens), O96028; NSD2 peptide methylation, 120 min; 310,000 tested, 0.54% active; in the data active means inhibition above about 50%
Mot1-301 SUMO: yeast Mot1-301 growth rescue at high temperature, primary screen, SUMOylation pathway inhibitor project, S. cerevisiae, ATP luminescence, 38.5C; S. cerevisiae Mot1-301 growth rescue; percent above DMSO median, 100 means doubled; growth rescue, % at 18.8 µM; 320,000 tested, 1% active;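 active means every valid replicate shows activation above 250% relative to neutral control wells; inactive means the rest, any valid replicate at or below 250%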;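 further: OY570 slx delta 5 strain wells were the positive control but not used for scaling; some compounds called inactive have numbers as strong as hits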
CDK5 p35 inh: inhibitors of human CDK5/p35 kinase, primary screen, biochemical, single concentration; Cyclin-dependent kinase 5 (Homo sapiens) + Cyclin-dependent kinase 5 activator 1 (Homo …; Recombinant CDK5/p35, ADP-Glo luminescence, 60 min; inhibition, % at 10 µM; 330,000 tested, 0.01% active;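 active means highest replicate inhibition of at least 50% and at least 75% of replicates reaching 50%; inconclusive means only one of the two criteria met; inactive means both criteria failed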;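 further: plate controls were DMSO neutral control for no effect and GW8510 at 10 µM for full effect; many of its hits are not listed in these tables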
PKA-R2B act: activators of PKA-R2B holoenzyme, primary screen, biochemical, fluorescence polarization, Cy5-IP20, human. 340,000 tested, 0.079% active. AID 504700, 2011. PKA-R2B holoenzyme dissociation; R2B truncated from residue 108, S112A mutant; 0% DMSO only, 100% 113 µM cGMP. cAMP-dependent protein kinase catalytic subunit beta (Homo sapiens) + cAMP-dependent …. activation, % at 11.4 µM;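 active means activation above a cutoff set at the mean over all compounds plus 3 SD, cut at about 18% in these data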;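 further: higher means more holoenzyme dissociation and a rise in polarization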
Target sequence (P31323 whole entry, looked up, other chains not shown, the tested form may be a part): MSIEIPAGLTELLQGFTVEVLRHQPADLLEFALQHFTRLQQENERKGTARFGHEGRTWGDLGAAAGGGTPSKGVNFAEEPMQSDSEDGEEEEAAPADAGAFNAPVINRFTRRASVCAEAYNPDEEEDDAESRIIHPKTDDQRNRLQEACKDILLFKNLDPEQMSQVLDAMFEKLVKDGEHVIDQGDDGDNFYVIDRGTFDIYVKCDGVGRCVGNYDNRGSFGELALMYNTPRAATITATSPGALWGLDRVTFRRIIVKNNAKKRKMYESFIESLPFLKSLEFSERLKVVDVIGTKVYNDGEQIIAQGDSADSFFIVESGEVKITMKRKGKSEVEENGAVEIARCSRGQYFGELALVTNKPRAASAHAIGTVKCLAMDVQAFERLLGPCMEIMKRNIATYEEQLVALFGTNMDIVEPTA
Pemphigus Ab inh: inhibitors of pemphigus antibody binding to DSG3, primary screen, biochemical, bead-based, flow cytometry, scFv-GFP; DSG3-coupled beads, scFv-anti-DSG3-GFP binding; active compounds read low; binding (percent of control), % at 10 µM; 310,000 tested, 0.48% active;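 active means binding more than 3 SD below its plate's average and above zero; inconclusive means below that plate limit but binding exactly zero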;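 further: hits lower antibody fragment binding to DSG3; some compounds called inactive have numbers as strong as hits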
* = called active by the depositor.

Results for COCCNC(=O)c1ccc(N2CC3CC(C2)c2cccc(=O)n2C3)c(NC(=O)c2cc(OC)cc(OC)c2)c1 (centres undefined) ?
Arr AP2 block: 28; dFosB activator: -2; SR-BI DiI inh: 0; PKA-R1A act: 5; MITF TRPM1 HTS: 1; SR-BI DiI-HDL act: 0; NSD2 inh: -1; Mot1-301 SUMO: 0; CDK5 p35 inh: -1.9; PKA-R2B act: -13; Pemphigus Ab inh: 101

How did O=C(NC(=S)Nc1ccccc1N1CCN(C(=O)c2ccccc2)CC1)c1ccccc1F do in these assays?
Arr AP2 block: 2; dFosB activator: -6; SR-BI DiI inh: 10; PKA-R1A act: -7; MITF TRPM1 HTS: 3; SR-BI DiI-HDL act: -10; NSD2 inh: -2; Mot1-301 SUMO: 1; CDK5 p35 inh: -0.6; PKA-R2B act: 2; Pemphigus Ab inh: 105

How did O=C(O)CCN1CC2([N+](=O)[O-])CC=C(OCCO)C([N+](=O)[O-])(C1)C2 (centres undefined) do in these assays?
Arr AP2 block: -6; dFosB activator: 8; SR-BI DiI inh: -8; PKA-R1A act: -13; MITF TRPM1 HTS: 19; SR-BI DiI-HDL act: 8; NSD2 inh: 3; Mot1-301 SUMO: -2; CDK5 p35 inh: 0.7; PKA-R2B act: -6; Pemphigus Ab inh: 103

What do the screens show for `Cc1ccc(S(=O)(=O)Nc2ccccc2C(=O)Nc2sccc2C(=O)NN(C)C)cc1`?
Arr AP2 block: -3; dFosB activator: -10; SR-BI DiI inh: 1; PKA-R1A act: -6; SR-BI DiI-HDL act: -1; Mot1-301 SUMO: 125; CDK5 p35 inh: 0.7; PKA-R2B act: -5; Pemphigus Ab inh: 105

How did Cc1onc(-c2ccccc2)c1-c1ccnc(N)n1 do in these assays?
Arr AP2 block: -9; dFosB activator: 3; SR-BI DiI inh: -6; PKA-R1A act: 2; MITF TRPM1 HTS: -7; SR-BI DiI-HDL act: 6; NSD2 inh: 0; Mot1-301 SUMO: -11; CDK5 p35 inh: 0.2; PKA-R2B act: -1; Pemphigus Ab inh: 110

What do the screens show for `Cc1ccc(C)c(NC(=O)C(=O)NCc2ccccn2)c1`?
Arr AP2 block: -3; dFosB activator: -4; SR-BI DiI inh: -7; PKA-R1A act: -4; MITF TRPM1 HTS: 7; SR-BI DiI-HDL act: 7; NSD2 inh: -2; Mot1-301 SUMO: -12; CDK5 p35 inh: -2.4; PKA-R2B act: 1; Pemphigus Ab inh: 122

Results for CC(C)(C)C(=O)NC(=S)Nc1ccc(S(=O)(=O)Nc2nccs2)cc1 ?
Arr AP2 block: 8; dFosB activator: -6; SR-BI DiI inh: 1; PKA-R1A act: -5; MITF TRPM1 HTS: -13; SR-BI DiI-HDL act: -1; NSD2 inh: 0; Mot1-301 SUMO: -4; CDK5 p35 inh: -0.3; PKA-R2B act: 4; Pemphigus Ab inh: 101

What do the screens show for `COC(=O)CNC(=O)c1ccc(OC2CCN(C(=O)C3CC3)CC2)cc1`?
Arr AP2 block: -23; dFosB activator: 5; SR-BI DiI inh: -9; PKA-R1A act: -6; MITF TRPM1 HTS: 0; SR-BI DiI-HDL act: 9; NSD2 inh: 0; Mot1-301 SUMO: 25; CDK5 p35 inh: 1.1; PKA-R2B act: -4

What do the screens show for `Nc1ccc(Oc2ccc3c(c2)C(=O)NC3=O)cc1`?
Arr AP2 block: -8; dFosB activator: 0; SR-BI DiI inh: -32; PKA-R1A act: 5; MITF TRPM1 HTS: 1; SR-BI DiI-HDL act: 32; NSD2 inh: -2; Mot1-301 SUMO: 1; CDK5 p35 inh: 1.0; PKA-R2B act: -4; Pemphigus Ab inh: 100

How did Cc1cc(C)cc(OCC(=O)OCC(=O)N(CC(C)C)c2c(N)n(Cc3ccccc3)c(=O)[nH]c2=O)c1 do in these assays?
Arr AP2 block: -6; dFosB activator: 1; SR-BI DiI inh: 32; PKA-R1A act: -1; MITF TRPM1 HTS: 5; SR-BI DiI-HDL act: -32; NSD2 inh: 0; Mot1-301 SUMO: -8; CDK5 p35 inh: 0.7; PKA-R2B act: -6; Pemphigus Ab inh: 100

What do the screens show for `CCOC(=O)c1c(C)c(C(=O)NCC2CCCO2)c(C)n1C` (centres undefined)?
Arr AP2 block: 1; dFosB activator: -1; SR-BI DiI inh: -1; PKA-R1A act: -1; MITF TRPM1 HTS: 0; SR-BI DiI-HDL act: 1; NSD2 inh: -1; Mot1-301 SUMO: -18; CDK5 p35 inh: 0.5; PKA-R2B act: -8; Pemphigus Ab inh: 103

Results for CCCCN=C(Nc1ccc(Cl)cc1)c1cccnc1 ?
Arr AP2 block: -7; dFosB activator: -4; SR-BI DiI inh: -3; PKA-R1A act: 6; SR-BI DiI-HDL act: 3; NSD2 inh: -1; Mot1-301 SUMO: -3; CDK5 p35 inh: -1.3; PKA-R2B act: -5

Results for CCCCCCSc1ccc(-c2nc3ccc(Cl)cn3c2NCc2ccccc2)cc1 ?
Arr AP2 block: -1; dFosB activator: -2; SR-BI DiI inh: 1; PKA-R1A act: 5; MITF TRPM1 HTS: 14; SR-BI DiI-HDL act: -1; Mot1-301 SUMO: -10; CDK5 p35 inh: -1.0; PKA-R2B act: -1; Pemphigus Ab inh: 100

Results for COCc1nnc(NS(=O)(=O)c2ccc(Cl)cc2)s1 ?
Arr AP2 block: 8; dFosB activator: 6; SR-BI DiI inh: -11; PKA-R1A act: -1; MITF TRPM1 HTS: -3; SR-BI DiI-HDL act: 11; NSD2 inh: -1; CDK5 p35 inh: 0.4; PKA-R2B act: 14; Pemphigus Ab inh: 104

How did Cc1noc(C)c1CSc1nnc(-c2ccccc2)n1N do in these assays?
Arr AP2 block: 1; dFosB activator: 3; SR-BI DiI inh: -2; PKA-R1A act: -5; MITF TRPM1 HTS: -9; SR-BI DiI-HDL act: 2; NSD2 inh: -2; Mot1-301 SUMO: -19; CDK5 p35 inh: -0.4; PKA-R2B act: 0; Pemphigus Ab inh: 93

What do the screens show for `Cc1cccn2cc(-c3ccc(NC(=O)Cc4ccccc4)cc3)nc12`?
Arr AP2 block: 96*; dFosB activator: -1; SR-BI DiI inh: inconclusive; PKA-R1A act: -6; SR-BI DiI-HDL act: -71; Mot1-301 SUMO: 8; CDK5 p35 inh: -0.1; PKA-R2B act: 3; Pemphigus Ab inh: 101

Results for COC(=O)COc1cccc(NC(=O)c2ccccc2)c1 ?
Arr AP2 block: 2; dFosB activator: -5; SR-BI DiI inh: -2; PKA-R1A act: -3; MITF TRPM1 HTS: -5; SR-BI DiI-HDL act: 2; NSD2 inh: -1; Mot1-301 SUMO: 1; CDK5 p35 inh: -0.7; PKA-R2B act: -10; Pemphigus Ab inh: 103

Results for CN1CCN(NC(=O)c2ccc(S(=O)(=O)N3CCCCCC3)cc2)CC1 ?
Arr AP2 block: 47; dFosB activator: 8; SR-BI DiI inh: -14; PKA-R1A act: -12; MITF TRPM1 HTS: 3; SR-BI DiI-HDL act: 14; Mot1-301 SUMO: -4; CDK5 p35 inh: 1.1; PKA-R2B act: -5; Pemphigus Ab inh: 102

How did Cc1cccc(C)c1OCC(=O)N1CCc2ccccc2C1 do in these assays?
Arr AP2 block: -2; dFosB activator: 1; SR-BI DiI inh: 0; PKA-R1A act: -1; MITF TRPM1 HTS: 24; SR-BI DiI-HDL act: 0; NSD2 inh: 20; Mot1-301 SUMO: 9; CDK5 p35 inh: 0.2; PKA-R2B act: 3; Pemphigus Ab inh: 94

What do the screens show for `O=C1C2C3C=CC(C3)C2C(=O)N1CCCO` (centres undefined)?
Arr AP2 block: 9; dFosB activator: -5; PKA-R1A act: 2; MITF TRPM1 HTS: -9; NSD2 inh: 22; Mot1-301 SUMO: 3; CDK5 p35 inh: -1.8; PKA-R2B act: -7; Pemphigus Ab inh: 113

What do the screens show for `CS(=O)(=O)N(CC(=O)O)c1ccc(C23CC4CC(CC(C4)C2)C3)cc1`?
Arr AP2 block: 35; dFosB activator: 1; SR-BI DiI inh: -8; PKA-R1A act: -5; SR-BI DiI-HDL act: 8; NSD2 inh: 0; Mot1-301 SUMO: 13; CDK5 p35 inh: 0.8; PKA-R2B act: -6; Pemphigus Ab inh: 99

What do the screens show for `COc1cc(NC(=O)COc2ccc3c(C)cc(=O)oc3c2C)cc(OC)c1OC`?
Arr AP2 block: -3; dFosB activator: 1; SR-BI DiI inh: 32; PKA-R1A act: 1; MITF TRPM1 HTS: 4; SR-BI DiI-HDL act: -32; NSD2 inh: 1; Mot1-301 SUMO: -1; CDK5 p35 inh: -11; PKA-R2B act: -12

What do the screens show for `O=Cc1cn(-c2ccc(F)cc2)c2ccccc12`?
Arr AP2 block: 0; dFosB activator: -5; SR-BI DiI inh: 17; PKA-R1A act: 1; MITF TRPM1 HTS: 13; SR-BI DiI-HDL act: -17; NSD2 inh: 1; Mot1-301 SUMO: 177; CDK5 p35 inh: -1.0; PKA-R2B act: 5; Pemphigus Ab inh: 97

How did CCOC(=O)c1ccc(N2C(=O)CC(N3CC(C)OC(C)C3)C2=O)cc1 (centres undefined) do in these assays?
Arr AP2 block: 22; dFosB activator: -7; SR-BI DiI inh: -53; PKA-R1A act: -2; MITF TRPM1 HTS: 5; SR-BI DiI-HDL act: 53; NSD2 inh: 2; Mot1-301 SUMO: -2; CDK5 p35 inh: 0.4; PKA-R2B act: -1; Pemphigus Ab inh: 101

How did O=C(CSc1cccc[n+]1[O-])NC(=O)c1ccc(OC(F)F)cc1 do in these assays?
Arr AP2 block: 54*; dFosB activator: 5; SR-BI DiI inh: 9; PKA-R1A act: -1; MITF TRPM1 HTS: 10; SR-BI DiI-HDL act: -9; NSD2 inh: -5; Mot1-301 SUMO: 18; CDK5 p35 inh: -0.2; PKA-R2B act: -7; Pemphigus Ab inh: 114
